RBBP9 inh = human RBBP9 inhibitors, primary screen, biochemical, fluorescence polarization, FP-Rh probe, HTS; recombinant RBBP9; inhibition, % at 7.94 µM; hit rate 0.2% among 220,000; AID 1515, 2009;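 active = inhibition above the campaign mean of all tested compounds plus 3 SD, cut at about 14% in these data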;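 also: plate controls were DMSO wells with RBBP9 for no effect and wells lacking RBBP9 protein for full effect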
Target sequence (O75884 whole entry, looked up): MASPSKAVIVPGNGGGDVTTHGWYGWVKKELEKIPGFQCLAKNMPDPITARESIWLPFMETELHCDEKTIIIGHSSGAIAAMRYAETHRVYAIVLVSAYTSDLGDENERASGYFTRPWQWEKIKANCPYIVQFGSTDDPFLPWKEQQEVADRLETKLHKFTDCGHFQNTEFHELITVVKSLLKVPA
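System: RBBP9 protein | Quantity: 2.5 µM RBBP9 dispensing solution, before mixing | Reagent: FP-Rh probe, 375 nM dispensing solution | Timing: Enzyme-compound preincubation 30 min, then probe labeling 45 min, 25 °C | Measured by: Fluorescence polarization | Read-out: % inhibition | Replication: One well per compound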
NPY1 pot ag = NPY-Y1 receptor potentiators or agonists, primary screen, cell-based; Neuropeptide Y receptor type 1 (Homo sapiens), P25929; NPY-Y1 expressing cells, potentiator/agonist activation; activation, % at 3.6 µM; hit rate 0.37% among 220,000; AID 1304, 2008; in the data active = activation above about 33%, passing the limit was not always enough;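 also: cells stimulated with NPY at EC10 then isoproterenol at EC100; 0% = low agonist plus stimulus and 100% = saturating agonist plus stimulus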
Target sequence (P25929 whole entry, looked up): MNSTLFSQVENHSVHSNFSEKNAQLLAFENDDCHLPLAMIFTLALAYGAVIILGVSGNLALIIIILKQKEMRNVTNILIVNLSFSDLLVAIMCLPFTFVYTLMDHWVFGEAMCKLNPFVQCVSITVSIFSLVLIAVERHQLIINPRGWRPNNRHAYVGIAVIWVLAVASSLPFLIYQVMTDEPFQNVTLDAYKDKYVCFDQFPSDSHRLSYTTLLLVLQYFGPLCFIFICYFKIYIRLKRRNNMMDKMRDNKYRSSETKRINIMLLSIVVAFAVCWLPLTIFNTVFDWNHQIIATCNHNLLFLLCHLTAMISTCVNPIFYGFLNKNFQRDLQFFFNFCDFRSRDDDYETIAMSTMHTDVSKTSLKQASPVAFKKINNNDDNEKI
S1P4 antag = S1P4 receptor antagonists, primary screen, cell-based | S1P4-expressing cells, antagonist mode, reporter read-out | Sphingosine 1-phosphate receptor 4 (Homo sapiens), O95977 | hit rate 0.26% among 220,000 | inhibition, % at 4.98 µM; in the data active = inhibition above about 29%;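 also: 0% = wells stimulated with agonist and 100% = vehicle wells without agonist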
NPY Y1 blocker = NPY-Y1 receptor antagonists, primary screen, cell-based | Neuropeptide Y receptor type 1 (Homo sapiens), P25929 | HEK293-CNG Y1 cells, membrane potential fluorescence; NPY at EC95, then isoproterenol | inhibition, % at 3.6 µM | hit rate 1% among 200,000 | AID 1040, 2008;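 active = inhibition above the campaign mean inhibition of all tested compounds plus 3 SD, cut at about 20% in these data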;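 also: 0% = DMSO wells given NPY plus isoproterenol and 100% = isoproterenol alone without NPY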
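Benchmarks – high control isoproterenol alone, low control NPY with isoproterenol · Material – HEK293 Y1/CNG channel cell line · Times – dye 3 h, compound 60 min room temperature, stimulation 45 min · Probe or stimulus – NPY (25 nM), isoproterenol (1 µM), Ro 20-1724 (25 µM) · Evaluation – % inhibition of NPY effect · Signal – fluorescence, membrane potential probe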
S1P4 ag = S1P4 receptor agonists, primary screen, cell-based. Sphingosine 1-phosphate receptor 4 (Homo sapiens), O95977. hit rate 0.35% among 220,000. activation, % at 4.98 µM. S1P4-expressing cell line, agonist reporter assay; in the data active = activation above about 11%;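 also: 0% = DMSO vehicle and 100% = reference agonist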
BaF3 tox = parental Ba/F3 cell viability inhibition, counter-screen for JAK2V617F inhibitor project, murine pro-B, CellTiter-Glo luminescence; CellTiter-Glo ATP luminescence; inhibition, % at 5.6 µM; hit rate 1.1% among 220,000;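 active = inhibition above a per-campaign cutoff, the mean inhibition of all tested compounds plus 3 SD, cut at about 27% in these data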;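 also: 0% = DMSO wells and 100% = JAK Inhibitor I control wells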
Runt-CBFb FRET = inhibitors of RUNX1 Runt–CBFb binding, primary screen, biochemical, FRET, Cerulean-Runt, Venus-CBFb, uHTS; Cerulean-Runt/Venus-CBFb FRET ratio 530/480, 1 h; inhibition, % at 20 µM; hit rate 0.46% among 220,000; AID 1496, 2009;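 active = inhibition over about 50% at 20 µM in the single-dose screen, limit read from the data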;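 also: 0% = DMSO wells and 100% = excess unlabeled CBFb competitor control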
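Measured by: fluorescence energy transfer, 422 nm excitation, 530/480 nm emission; test system: Cerulean-tagged RUNX1 Runt domain (FRET donor) fusion protein; buffer or medium: Tris pH 7.5 buffer with BSA; compound: one dose, 20 µM compound, 1% DMSO; times: two 1 h room-temperature incubations shielded from light; benchmarks: unlabeled CBFb 5 µM, positive control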
NPY2 pot ag = NPY-Y2 potentiators or agonists, primary screen, cell-based. hit rate 0.45% among 220,000. Neuropeptide Y receptor type 2 (Homo sapiens), P49146. AID 1359, 2008. activation, % at 3.6 µM. cells expressing NPY-Y2, potentiator/agonist read-out; in the data active = activation above about 27%;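 also: cells stimulated with NPY near EC25 plus isoproterenol at EC100; 0% = vehicle plus submaximal agonist and 100% = vehicle plus saturating agonist; some results beyond the cut were filed as inactive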
Target sequence (P49146 whole entry, looked up): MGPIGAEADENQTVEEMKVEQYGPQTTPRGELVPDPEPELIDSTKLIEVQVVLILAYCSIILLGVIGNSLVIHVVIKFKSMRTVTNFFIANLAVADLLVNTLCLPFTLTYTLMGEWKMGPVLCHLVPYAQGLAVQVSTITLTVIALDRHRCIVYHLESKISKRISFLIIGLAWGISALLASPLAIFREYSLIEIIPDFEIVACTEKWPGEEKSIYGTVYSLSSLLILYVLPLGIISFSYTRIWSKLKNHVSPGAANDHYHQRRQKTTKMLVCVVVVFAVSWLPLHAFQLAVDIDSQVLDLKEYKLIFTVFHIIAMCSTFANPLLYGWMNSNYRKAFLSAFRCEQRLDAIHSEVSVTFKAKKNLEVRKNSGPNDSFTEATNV
Ba/F3 V617F tox = reduced viability of JAK2V617F-dependent Ba/F3 cells, primary screen, JAK2V617F inhibitor project, cell-based, Ba/F3 EpoR-JAK2V617F, luminescence | hit rate 1.1% among 220,000 | AID 1446, 2008 | inhibition, % at 5.6 µM | ATP luminescence;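 active = inhibition above the campaign mean plus 3 SD over all tested compounds, cut at about 24% in these data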;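 also: cytokine-independent growth of Ba/F3 cells driven by EpoR plus mutant JAK2; 0% = DMSO-treated cells and 100% = JAK inhibitor I control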
Active calls of the source: *; x = no result given.

item	Structure	RBBP9 inh	NPY1 pot ag	S1P4 antag	NPY Y1 blocker	S1P4 ag	BaF3 tox	Runt-CBFb FRET	NPY2 pot ag	Ba/F3 V617F tox
1	O=C(Nc1ccc2c(c1)nc1n2CCOC1)c1ccco1	-10	-13	8	-3	1.6	3	-1	12	1
2	CC(C)NC(=O)COc1ccc(Cl)cc1Cl	-4	9	-8	-3	-2.3	1	-1	11	-2
3	Cc1nc2ccc(C(=O)c3ccccc3)cc2[nH]1	-8	0	-21	1	-0.9	4	1	4	3
4	COc1ccc(C)cc1NC(=O)Nc1ccccc1SC	4	-6	6	16	2.7	11	0	-22	4
5	CCOc1ccccc1NC(=O)C1CCCN(S(=O)(=O)c2c(C)[nH]c(=O)[nH]c2=O)C1 (configuration not stated)	-3	-6	0	3	1.0	6	2	-21	4
6	COc1ccccc1N1CCN(C(=O)CSc2nc3ncnc(N)c3[nH]2)CC1	-6	0	-8	1	-0.2	4	0	-11	5
7	CCc1ccc(-c2nnn(CCC(=O)OC)n2)cc1	-12	-18	-20	-3	0.1	6	0	8	-2
8	CCN(CC)S(=O)(=O)c1ccc(NC2CCCc3ccccc32)nc1 (configuration not stated)	6	-18	-6	4	0.6	-1	-1	10	-6
9	CC(C)=CCCC(C)CN1CCC(N2CCC(C(=O)NC(C)C)CC2)CC1 (configuration not stated)	0	-32	-2	9	1.4	12	-1	-27	9
10	COc1cccc(C2C(C(N)=O)=C(C)Nc3nc(-c4cccc(Cl)c4)nn32)c1 (configuration not stated)	-3	2	4	-2	0.7	1	-2	-6	0
11	Cc1ccc(N2CCN(CC(O)COC3CCCCC3)CC2)cc1 (configuration not stated)	1	-5	-5	1	-0.8	3	-1	-4	-1
12	CCC(=O)N1N=C(c2c(-c3ccccc3)c3cc(Cl)ccc3[nH]c2=O)CC1c1ccco1 (configuration not stated)	-6	-8	-20	1	-0.1	8	4	2	2
13	Cc1ccc(NC(=S)NNC(=O)c2ccc(N3CCOCC3)c([N+](=O)[O-])c2)cc1C	-4	-75	-14	11	-0.5	7	2	-15	-2
14	CC(=O)C1(O)C(C)CC2C3CCC4CC(O)CCC4(C)C3=CCC21C (configuration not stated)	2	0	1	-3	0.5	0	-1	3	-3
15	C[N+]1(CC(=O)NNc2c3ccccc3nc3ccccc23)CCOCC1	-6	17	1	3	0.4	29*	4	2	17
16	COc1ccc(/C=N/Nc2nn3cnnc3c3ccccc23)cc1	-7	-6	30*	x	2.3	-2	1	-12	5
17	O=C(CCNC(=O)c1ccco1)Nc1ccc(Cl)cc1	2	-8	5	-4	1.8	6	-1	7	6
18	COC(=O)CSc1nnc(-c2cccnc2)n1-c1cccc(OC)c1	-7	11	-11	-5	-1.5	1	1	2	1
19	CN(C)c1ccc(/C=C(\C#N)C(=O)c2ccccc2)cc1	-11	0	-5	x	-0.6	1	-45	-9	0
20	Cc1c(NC(=O)COc2ncnc3c(Cl)cc(Cl)cc23)c(=O)n(-c2ccccc2)n1C	0	-6	-6	-6	-2.3	-1	0	26	-3
21	O=C(CSc1nnc(-c2ccccc2Br)o1)N1CCN(C(=O)c2ccco2)CC1	-2	3	2	2	-0.1	8	2	-4	-3
22	CCOc1cc(S(=O)(=O)NCc2ccncc2)c(C)cc1C	-2	19	-12	-1	0.2	9	1	21	0
23	CCCCNC(=O)c1ccc(NS(=O)(=O)c2ccccc2)cc1	0	-14	-11	5	0.7	-4	-1	3	-2
24	Cc1ccc(C)c(OC(=O)c2ccncc2)c1	2	5	0	-3	2.5	-1	0	8	-3
25	C=CCn1c(SCC(=O)NCC(=O)OCC)nnc1-c1cccc(OC)c1	2	4	-24	3	1.2	-2	-1	-17	-2
26	CC1CN(CC(=O)NN=C(c2ccccc2)c2ccccc2)CC(C)O1 (configuration not stated)	-5	1	-15	-4	-0.2	0	-4	-8	1
27	CCCSc1nc(C)nc2c1c(=O)n(C)c(=O)n2C	-8	2	-4	0	0.1	4	1	-2	2
28	O=C(COC(=O)C1=COCCO1)NC1CCCCCCC1	1	12	-21	-2	1.6	4	2	1	-2
29	CCCCn1c(=O)[nH]c(=O)c2c1nc(-c1ccc(C)c([N+](=O)[O-])c1)n2CC	-1	-9	-19	7	0.8	4	0	-20	1
30	O=C(CSc1nncn1-c1ccccn1)Nc1cccc(Cl)c1	4	11	-8	-4	0.1	6	-2	-20	-3
31	COc1ccccc1N(C)S(=O)(=O)c1ccc(C(=O)NCC(C)C)cc1	-2	-12	-2	-3	-1.2	9	1	-7	4
32	N#Cc1ccccc1Sc1ccccc1C(=O)OCC(=O)NC1CCCCC1	-10	-20	-9	-4	2.4	1	-2	-4	1
33	Cc1c(CNCc2cccs2)c(C(=O)O)c(C)n1Cc1ccccc1	-5	-19	-17	1	-2.5	6	0	-2	0
34	CCOC(=O)c1[nH]c2ccc(OC)cc2c1NC(=O)c1ccc2c(c1)OCO2	-9	-19	-10	0	0.6	5	-2	-7	6
35	Clc1ccccc1C1=CC(c2ccco2)n2ncnc2N1 (configuration not stated)	-14	5	0	x	0.2	0	10	8	-4
36	CC1(C)CC(=O)C([N+](=O)[O-])=C(NCCCO)C1	-4	-17	-7	-4	0.5	12	1	-13	5
37	Cc1ccc(S(=O)(=O)N2CCN(CC(=O)N/N=C\C(Cl)=C\c3ccccc3)CC2)cc1	-7	-10	-4	-6	-1.0	3	-4	3	0
38	CCOc1ccccc1Oc1coc2cc(OC(=O)c3ccco3)ccc2c1=O	-5	-3	-8	-4	-3.4	3	-2	21	-5
39	CCC(=O)Nc1ccc(S(=O)(=O)Nc2ccc(Cl)nn2)cc1	-8	15	-18	-2	0.5	5	-1	16	-4
40	C/C(=N\NC(=O)CSCc1ccccc1Br)c1cccc([N+](=O)[O-])c1	-8	15	-7	-1	-0.3	3	-2	10	-3

3 structures out of the list, arranged by number of heavy atoms, falling:
item	Structure	RBBP9 inh	NPY1 pot ag	S1P4 antag	NPY Y1 blocker	S1P4 ag	BaF3 tox	Runt-CBFb FRET	NPY2 pot ag	Ba/F3 V617F tox
21	O=C(CSc1nnc(-c2ccccc2Br)o1)N1CCN(C(=O)c2ccco2)CC1	-2	3	2	2	-0.1	8	2	-4	-3
29	CCCCn1c(=O)[nH]c(=O)c2c1nc(-c1ccc(C)c([N+](=O)[O-])c1)n2CC	-1	-9	-19	7	0.8	4	0	-20	1
3	Cc1nc2ccc(C(=O)c3ccccc3)cc2[nH]1	-8	0	-21	1	-0.9	4	1	4	3

New compounds follow
item	Structure	RBBP9 inh	NPY1 pot ag	S1P4 antag	NPY Y1 blocker	S1P4 ag	BaF3 tox	Runt-CBFb FRET	NPY2 pot ag	Ba/F3 V617F tox
41	N#C/C(=C/c1ccc(Sc2nc3ccccc3[nH]2)o1)c1cccc(Br)c1	-24	-6	11	1	2.8	4	0	1	2
42	CCOC(=O)C1=C(CC)OC(N)=C(C#N)C1c1ccc(OC)c(C)c1OC (configuration not stated)	0	-21	-1	1	2.5	4	-4	-5	2
43	N#C/C(=C\c1cccs1)C(=O)N1CCOCC1	-2	-6	2	x	-0.1	-5	1	2	-2
44	O=C1CC(c2cccs2)c2ccc3ccccc3c2N1 (configuration not stated)	0	6	9	-1	1.4	2	-1	1	-2
45	COc1ccc([N+](=O)[O-])cc1CSc1nnc(NC(C)=O)s1	1	-11	5	-1	-0.9	12	0	-24	7
46	COc1ccc([N+](=O)[O-])cc1CSc1ccccn1	-2	5	-5	12	-0.8	5	-6	1	-2
47	Cc1ccc(NC(=O)CSc2nnc(-c3n[nH]c4ccccc34)n2-c2ccccc2)c(C)c1	-9	-26	-11	14	-2.1	12	-1	-21	6
48	Cc1ccc2nc(N(CCCN(C)C)C(=O)c3ccc(S(=O)(=O)N(C)C)cc3)sc2c1	-4	6	-18	1	-1.1	4	-2	-3	-1
49	COc1ccc(CCNc2nc(-c3ccncc3)cs2)cc1OC	6	6	-4	x	-1.8	0	1	8	1
50	CC(C)N1CCC(NC(=O)Nc2ccccc2)CC1	-5	-18	-5	1	1.6	0	0	-3	1
51	Cc1nc(-c2ccccc2)[nH]c(=O)c1Oc1ccc(Cl)cc1Cl	1	-21	5	x	0.8	0	-2	4	-4
52	O=C(/C=C/c1ccc(Cl)cc1Cl)c1ccc[nH]1	-10	-2	-8	0	-0.7	6	-1	-1	3
53	O=C(COC(=O)c1c(Cl)cccc1Cl)NC1CCCCC1	-7	-1	-3	-6	1.8	1	0	3	0
54	c1ccc2c(c1)ncn2CCCCOc1ccc2c(c1)CCC2	1	-4	-8	0	0.9	6	-2	-8	0
55	CCCn1c(C)cc(C(=O)COC(=O)c2nccnc2N)c1C	-6	11	-4	-1	2.1	6	11	3	-1
56	CCn1c(SCC(=O)C(C)(C)C)nnc1-c1cccnc1	-12	-14	-24	3	-3.4	3	-1	-5	-1
57	CCOC(=O)c1nc(C)n(-c2cc(Cl)cc(Cl)c2)n1	-1	-6	4	2	0.8	2	10	-12	-1
58	Cc1cc2c(c(=O)o1)C(C1C=CCCC1)C(C#N)=C(N)O2 (configuration not stated)	-4	10	-4	2	2.2	1	2	17	-3

Screens as filed in PubChem BioAssay.
